Source: PubChem
M1 PAM = potentiates human M1 receptor response to acetylcholine | CHO-K1 hM1, Fluo-8 calcium fluorescence, ACh EC20; 0% = ACh EC20, 100% = maximal ACh | activation, % at 3 µM | 360,000 tested, 0.088% active; in the data active means activation above about 19%, passing the limit was not always enough
Target sequence (P11229 whole entry, looked up): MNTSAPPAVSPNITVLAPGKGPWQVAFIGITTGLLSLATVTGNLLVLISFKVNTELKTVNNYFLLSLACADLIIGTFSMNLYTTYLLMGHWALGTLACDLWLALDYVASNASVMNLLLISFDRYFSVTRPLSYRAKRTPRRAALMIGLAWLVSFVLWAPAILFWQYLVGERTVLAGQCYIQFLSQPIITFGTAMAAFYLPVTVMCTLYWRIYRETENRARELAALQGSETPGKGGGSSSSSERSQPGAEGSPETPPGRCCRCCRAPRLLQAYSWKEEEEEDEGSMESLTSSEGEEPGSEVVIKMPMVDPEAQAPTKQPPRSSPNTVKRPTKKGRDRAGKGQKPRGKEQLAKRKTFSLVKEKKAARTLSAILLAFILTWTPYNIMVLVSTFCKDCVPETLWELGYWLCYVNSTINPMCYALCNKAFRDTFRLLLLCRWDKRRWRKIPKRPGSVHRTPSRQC
CHRM4 antagonist = CHRM4 antagonism in calcium assay | P08173 | CHO-hM4 cells, ACh EC80, Fluo-8 calcium fluorescence | inhibition, % at 3 µM | 360,000 tested, 0.73% active | AID 624125;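 active means inhibition above its plate's cutoff, the mean inhibition of sample wells plus 3 SD, cut at about 27% in these data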;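 further: 0% = acetylcholine EC80 with DMSO and 100% = DMSO without agonist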
Target sequence (P08173 whole entry, looked up): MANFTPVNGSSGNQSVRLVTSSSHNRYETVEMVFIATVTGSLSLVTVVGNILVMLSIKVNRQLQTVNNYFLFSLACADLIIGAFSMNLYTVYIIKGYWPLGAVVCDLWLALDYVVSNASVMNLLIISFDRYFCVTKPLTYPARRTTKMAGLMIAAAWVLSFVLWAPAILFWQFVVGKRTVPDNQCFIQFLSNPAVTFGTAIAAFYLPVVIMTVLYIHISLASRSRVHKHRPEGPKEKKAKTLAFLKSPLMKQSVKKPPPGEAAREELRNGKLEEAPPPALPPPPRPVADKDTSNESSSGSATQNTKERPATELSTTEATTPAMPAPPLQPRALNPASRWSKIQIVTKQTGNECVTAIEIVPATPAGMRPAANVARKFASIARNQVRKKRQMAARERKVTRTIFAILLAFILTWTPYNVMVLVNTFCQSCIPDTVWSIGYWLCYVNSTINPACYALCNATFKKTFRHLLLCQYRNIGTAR
M5 antag = CHRM5 antagonism in calcium assay | P08912 | CHO-hM5 cells, Fluo-8 calcium fluorescence, ACh EC80 | inhibition, % at 3 µM | 360,000 tested, 0.59% active;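 active means inhibition above a per-plate cutoff, the mean of that plate's test compounds plus 3 SD, cut at about 27% in these data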;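 further: 0% = acetylcholine EC80 with DMSO and 100% = DMSO without agonist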
M5 ag = agonists of human muscarinic M5 receptor (CHRM5). CHO-K1 hM5 cells, Fluo-8 calcium fluorescence; 0% DMSO wells, 100% maximal acetylcholine response. P08912. activation, % at 3 µM. 360,000 tested, 0.19% active. AID 624037;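 active means activation above the run's mean over test compounds plus 3 SD, cut at about 23% in these data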;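 further: signal is peak over basal fluorescence ratio across the kinetic read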
M4 ag = CHRM4 agonism in calcium assay | P08173 | 360,000 tested, 0.14% active | activation, % at 3 µM | CHO-K1 hM4/Gqi5, Fluo-8 calcium fluorescence; vehicle 0%, full acetylcholine response 100% | AID 624127;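 active means activation above the run mean over all test wells plus 3 SD, cut at about 32% in these data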;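 further: peak over basal fluorescence ratio per well then scaled between controls; 0% = DMSO wells and 100% = acetylcholine at EC100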
CRFR2-BP ag = agonists of human CRF-binding protein/CRF-R2 receptor complex; HEK293 CRF-R2/CRF-BP, calcium dye fluorescence (FLIPR); percent of saturating CRF peptide response; activation, % at 13.2 µM; 350,000 tested, 0.46% active;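 active means activation of at least 50%, plus an integration ratio under a set limit after plate pattern correction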;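 further: plate controls were neutral control wells without compound for no effect and CRF at EC100 for full effect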
M5 PAM = CHRM5 positive allosteric modulation. CHO-K1 hM5, Fluo-8 calcium, ACh EC20 PAM; 0% = ACh EC20, 100% = ACh EC100. activation, % at 3 µM. 360,000 tested, 0.3% active. AID 624038;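 active means activation above the run cutoff, the mean activation of all test compounds plus 3 SD, cut at about 18% in these data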
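system = human M5 receptor in CHO-K1 cells | compound = one concentration, 3 µM final (nominal) | schedule = Post-acetylcholine fluorescence recording 140 s | signal = Fluo-8 calcium dye fluorescence, kinetic read | benchmarks = low control EC20 acetylcholine (0%), high control EC100 acetylcholine (100%) | repeats = singlicate, one well per test compound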
M4 PAM = positive allosteric modulators of human muscarinic M4 receptor; CHO-K1 hM4/Gqi5, Fluo-8 calcium fluorescence, ACh EC20; 0% = ACh EC20, 100% = maximal ACh; activation, % at 3 µM; 360,000 tested, 0.4% active;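 active means activation above its plate's cutoff, the mean activation of sample wells plus 3 SD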; further: some results filed as inactive read as strong as hits
CRFR2-BP antag = blocks CRF-induced signaling of the CRF-BP/CRF-R2 complex | AID 588475 | inhibition, % at 11.8 µM | HEK293 CRF-R2/CRF-BP, CRF-induced calcium fluorescence | 350,000 tested, 0.59% active;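 active means inhibition of the ligand-induced calcium signal above about 50% at the single tested concentration, limit read from the data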
* marks the source's active call; other numbers are inactive results; . = not tested or not shown. This is a subset (hit frequency here may not be typical).

Second line of a record: M1 PAM | M5 antag | CRFR2-BP ag | CRFR2-BP antag | M5 ag | M4 PAM | M5 PAM | M4 ag | CHRM4 antagonist
> CCOC(=O)C1CCN(/C=C2/C(=O)NC(=S)N(c3cccc(OC)c3)C2=O)CC1
→ 7 | -2 | -0.1 | -9 | 5 | 4 | 5 | 0 | -5
> CN1CCc2cc3c(cc2C1)OCO3
→ -8 | 1 | 3.0 | 6 | -1 | 9 | 1 | 1 | -14
> Cc1nc2cc(-c3ccc(Cl)cc3)nn2c(C)c1CCC(=O)N1CCC2(CC1)OCCO2
→ 4 | 8 | -0.2 | 5 | -1 | -3 | -7 | 1 | 7
> O=c1[nH]c(=O)n(-c2ccccc2)c(O)c1/C=C/C=Nc1ccccc1
→ 3 | 2 | 28 | -51 | 4 | 2 | -5 | 6 | -4
> C1=C(c2ccccc2)CCNC1
→ 1 | 1 | -0.5 | -1 | -6 | -5 | 7 | 1 | -20
> CCOC(=O)CNC(=S)N1CC2C[C@@H](C1)Cn1c2cccc1=O
→ 1 | 0 | 1.9 | -1 | 0 | -4 | -3 | -1 | 8
> CC(=NCCC1=CCCCC1)c1c(O)n(-c2ccccc2)c(=O)[nH]c1=O
→ 6 | -12 | 2.5 | -30 | 1 | 0 | 11 | -1 | 3
> CCCCCN1C(=O)c2cc(OC)ccc2[C@@]2(C(=O)OCC)Cc3cc(OC)ccc3[C@@H]12
→ . | -2 | . | . | 3 | 4 | 9 | 0 | -9
> CCC(=O)C(CCN1CCOCC1)(c1ccccc1)c1ccccc1
→ -4 | 15 | 1.9 | -13 | -20 | -15 | -4 | 0 | 7
> Cc1ccccc1N
→ 4 | 4 | -0.8 | 21 | 0 | 9 | -5 | 0 | -4
> COc1cc(CN2CCCC(C(=O)c3sccc3C)C2)cc(OC)c1O (stereo not given)
→ 4 | 2 | -0.6 | 9 | -13 | -9 | 2 | 1 | 1
> OC(CNCc1ccccc1)c1ccc(Cl)cc1 (stereo not given)
→ 0 | 8 | -2.5 | -6 | 3 | -1 | -2 | 4 | -4
> Nc1ncnc2c1ncn2[C@@H]1O[C@H](COP(=O)(O)CP(=O)(O)O)[C@@H](O)[C@H]1O
→ 4 | -3 | 0.1 | 27 | 2 | 0 | -2 | 1 | -6
> O=C(c1c[nH]cc1-c1ccccc1)c1cccc2ccccc12
→ 2 | 4 | -0.4 | -44 | -1 | 6 | -1 | 2 | -5
> Cn1c(O)c(C=Nc2cccc(C(F)(F)F)c2)c(=O)n(C)c1=O
→ 1 | 1 | -1.4 | -8 | -4 | -2 | -1 | 2 | 7
> O=C(CN1CCOCC1)c1ccc2cc[nH]c2c1
→ 9 | -3 | -1.7 | 17 | 4 | 0 | -3 | 0 | -6
> CCN(CC)C(=O)c1ccc(NC(=O)c2sccc2-c2ccccc2)cc1
→ 3 | 16 | 0.2 | 0 | -3 | -4 | -6 | 5 | 1
> CC1=C(C(=O)Nc2ccccc2)SCCO1
→ 6 | -2 | -1.5 | 6 | 1 | -1 | -4 | 0 | -6
> Cc1ccc(N2C(=O)CC(=O)NC2=O)cc1
→ 2 | -4 | 1.6 | 10 | -1 | 2 | 10 | 0 | 4
> c1ccc2c(CN3CCN(C4CCCCC4)CC3)c[nH]c2c1
→ -6 | 5 | -0.3 | 3 | -6 | -11 | -4 | 3 | 12

Entries of single compounds, quoted from the list. Order of screens: M1 PAM, M5 antag, CRFR2-BP ag, CRFR2-BP antag, M5 ag, M4 PAM, M5 PAM, M4 ag, CHRM4 antagonist
Results for CCC(=O)C(CCN1CCOCC1)(c1ccccc1)c1ccccc1 → -4, 15, 1.9, -13, -20, -15, -4, 0, 7
Results for c1ccc2c(CN3CCN(C4CCCCC4)CC3)c[nH]c2c1 → -6, 5, -0.3, 3, -6, -11, -4, 3, 12

Ten successive entries out of the list so far, quoted:
Second line of a record: M1 PAM | M5 antag | CRFR2-BP ag | CRFR2-BP antag | M5 ag | M4 PAM | M5 PAM | M4 ag | CHRM4 antagonist
> CCOC(=O)C1CCN(/C=C2/C(=O)NC(=S)N(c3cccc(OC)c3)C2=O)CC1
→ 7 | -2 | -0.1 | -9 | 5 | 4 | 5 | 0 | -5
> CN1CCc2cc3c(cc2C1)OCO3
→ -8 | 1 | 3.0 | 6 | -1 | 9 | 1 | 1 | -14
> Cc1nc2cc(-c3ccc(Cl)cc3)nn2c(C)c1CCC(=O)N1CCC2(CC1)OCCO2
→ 4 | 8 | -0.2 | 5 | -1 | -3 | -7 | 1 | 7
> O=c1[nH]c(=O)n(-c2ccccc2)c(O)c1/C=C/C=Nc1ccccc1
→ 3 | 2 | 28 | -51 | 4 | 2 | -5 | 6 | -4
> C1=C(c2ccccc2)CCNC1
→ 1 | 1 | -0.5 | -1 | -6 | -5 | 7 | 1 | -20
> CCOC(=O)CNC(=S)N1CC2C[C@@H](C1)Cn1c2cccc1=O
→ 1 | 0 | 1.9 | -1 | 0 | -4 | -3 | -1 | 8
> CC(=NCCC1=CCCCC1)c1c(O)n(-c2ccccc2)c(=O)[nH]c1=O
→ 6 | -12 | 2.5 | -30 | 1 | 0 | 11 | -1 | 3
> CCCCCN1C(=O)c2cc(OC)ccc2[C@@]2(C(=O)OCC)Cc3cc(OC)ccc3[C@@H]12
→ . | -2 | . | . | 3 | 4 | 9 | 0 | -9
> CCC(=O)C(CCN1CCOCC1)(c1ccccc1)c1ccccc1
→ -4 | 15 | 1.9 | -13 | -20 | -15 | -4 | 0 | 7
> Cc1ccccc1N
→ 4 | 4 | -0.8 | 21 | 0 | 9 | -5 | 0 | -4

More entries
Second line of a record: M1 PAM | M5 antag | CRFR2-BP ag | CRFR2-BP antag | M5 ag | M4 PAM | M5 PAM | M4 ag | CHRM4 antagonist
> O=C(CN1CC(c2ccccc2)CC1=O)NCc1ccc(F)cc1 (stereo not given)
→ 15 | 2 | -0.1 | 8 | 1 | -2 | -4 | 1 | -2
> Cc1nccc2c1[nH]c1ccccc12
→ 4 | 5 | 1.0 | 15 | -5 | 2 | 0 | 1 | -2
> CCC1(C(=O)c2ccc(C)cc2)C2c3ccccc3OC(=O)C21C(=O)O (stereo not given)
→ 6 | -4 | 0.8 | 6 | -1 | 12 | 11 | 0 | -2
> CN1C(=O)C(c2ccccc2)C(=O)N(C)C1=O
→ 10 | 6 | 1.4 | 4 | -4 | -2 | -3 | 1 | 4
> CCOC(=O)C1=C(N)Oc2c(c(=O)oc3ccccc23)C12C(=O)N(C)c1ccccc12 (stereo not given)
→ -1 | -2 | -2.3 | -4 | 1 | 3 | -6 | 4 | -7
> CN1CCN(c2nc(N)c(Br)c(Cl)n2)CC1
→ -10 | 9 | 2.2 | 3 | -7 | 9 | -8 | 1 | -20
> O=c1[nH]c2ccccc2c(=O)n1-c1ccc(Cl)cc1Cl
→ 3 | 2 | -1.3 | 17 | 1 | 8 | 11 | 3 | -21
> CC(=O)c1ccc(OC(NC(=O)Cc2ccccc2)C(Cl)(Cl)Cl)cc1 (stereo not given)
→ 7 | 0 | -0.5 | 12 | 0 | 11 | 1 | 3 | -3
> C[C@]12CCC3C(CC[C@H]4C[C@@H](O)CC[C@]34C)C1C[C@@H](Br)[C@H]2O (stereo not given in full)
→ -16 | 0 | . | . | 3 | -11 | -4 | 8 | -1
> Nc1c(C(=O)NCc2ccco2)c2nc3ccccc3nc2n1CCN1CCCCC1
→ -1 | 2 | 7.0 | -9 | 1 | -5 | 3 | 0 | 8
> CCCCOc1ccc(C(C)=O)cc1Cc1c(O)[nH]c(=S)[nH]c1=O
→ 3 | 7 | -1.4 | -1 | 0 | -2 | -5 | 1 | 6
> COc1cc(O)cc2c1C(=O)O[C@@H](C)CCCC(=O)CCCCC2
→ 6 | -4 | 0.9 | -11 | -4 | -2 | -3 | 10 | -26
> N#Cc1ccc(N2CCNCC2)c(F)c1
→ 4 | -4 | 0.5 | 7 | -3 | 7 | 3 | 1 | 10
> O=C(CN1CC(c2ccccc2)CC1=O)Nc1ccc(F)cc1 (stereo not given)
→ 12 | 2 | -1.6 | -17 | 1 | 6 | -6 | 1 | -21
> O=C(c1cc(-c2cccnc2)nc2ccccc12)N1CCC2(CC1)OCCO2
→ -4 | -5 | -0.6 | -19 | 4 | -13 | -4 | 11 | -8
> O=C(Cc1ccccc1)NC(Cc1ccc(Cl)cc1)C(=O)O (stereo not given)
→ 7 | 6 | 0.2 | -3 | 1 | -5 | 4 | 0 | 0
> COc1cccc(N2C(=O)NC(=O)/C(=C/c3ccc([N+](=O)[O-])s3)C2=O)c1
→ 11 | 4 | -1.1 | 8 | 5 | 1 | 0 | 3 | -1
> CC(Cc1ccccc1Sc1ccc(O)cc1)N(C)C (stereo not given)
→ -23 | 91* | -0.4 | 28 | -5 | -20 | -21 | 4 | 42*
> C[C@]12C[C@@H](O)[C@H](O)CC1=CCC1C2CC[C@@]2(C)C1CC[C@@H]2O (stereo not given in full)
→ 6 | 2 | 15 | 14 | 8 | -2 | -6 | 8 | -12
> CCc1ccc(C2=NN(CCC(=O)N3CCC4(CC3)OCCO4)C(=O)CC2)cc1
→ 14 | -6 | -1.1 | 7 | 0 | 6 | 7 | 0 | 9
> COc1ccc2c3c1O[C@H]1C(=O)CC[C@H]4[C@@H](C2)N(C)CC[C@]314
→ 16 | -9 | 0.0 | -2 | -1 | 13 | -2 | 1 | -23
> CC(=O)C1CCC2C3CCC4CC(O)CCC4(C)C3CCC12C (stereo not given)
→ 5 | -6 | 1.6 | 12 | -1 | 4 | -2 | 0 | -19
> c1ccc2c(CCNC3CCCCC3)c[nH]c2c1
→ 8 | 1 | -0.3 | -32 | -4 | -3 | -5 | 1 | 6
> COC(=O)C1=C(c2ccccc2)C[C@@H]2CC[C@H]1N2C(=O)N1CCOCC1
→ 7 | 11 | -0.1 | 2 | 4 | 8 | -2 | 2 | 6
> COc1cc(/C=C/C(=O)c2c(O)n(CCc3ccccc3)c(=O)[nH]c2=O)ccc1O
→ -8 | 4 | 28 | -87 | 3 | 0 | -4 | 2 | 4
> COC(=O)C1=C(c2ccc(F)cc2OCc2ccccc2)C[C@@H]2CC[C@H]1N2C(=O)N1CCC(O)CC1
→ 0 | 8 | -0.9 | -1 | 2 | -3 | -18 | 4 | 5
> CCOC(=O)C1(c2ccccc2)CCN(CCC(=O)Nc2cccc(Br)c2)CC1
→ -15 | 13 | 3.0 | -21 | -5 | -9 | -29 | 13 | 9
> COCCCNC(=O)c1c(N)n(Cc2ccco2)c2nc3ccccc3nc12
→ 17 | 9 | 6.2 | 0 | 2 | -1 | -2 | 3 | 1
> O=C1CN=C(c2ccccc2F)c2cc(Cl)ccc2N1
→ 1 | -4 | -0.1 | -15 | 0 | 2 | -4 | 2 | -27
> CC(C)(C)NC(=O)NC(=O)CN1CC=C(c2ccccc2)CC1
→ 1 | -1 | -0.1 | 8 | -5 | 0 | -2 | 0 | -4
> Cc1ccc(C2=NC(C)(C)N3C2C3c2ccc([N+](=O)[O-])cc2)cc1 (stereo not given)
→ 6 | -3 | -0.5 | 13 | -3 | -3 | -1 | 0 | 1
